Cav3 T inh: blocks human Cav3.2 T-type calcium channel. Cav3.2-expressing cells, Fluo-4 calcium fluorescence FDSS; stronger effect = lower value. actives 4% (n = 100,000). B-score at 10 µM;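 active means single-dose well whose peak fluorescence ratio is a statistical outlier from its plate by either plate-standardised score or position-corrected B-score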
Starred values were filed as active, the others as inactive. Some of the compounds tested; the hit share may differ from the screen's.

SMILES	Cav3 T inh
CCN(CC)S(=O)(=O)c1ccc(NC(=O)c2ccc(NS(C)(=O)=O)cc2)cc1	-0.36
Cc1ccc(C(=O)/C=C2/NC(=O)CS2)cc1	0.27
CCCS(=O)(=O)n1nc(-c2ccc(OC)cc2)cc1N	0.028
O=C(Nc1ccc(O)c2c(=O)cc(-c3ccccc3Cl)oc12)c1cccc(Cl)c1	-0.14
CN(C)c1ccc(NC2=C([N+](=O)[O-])CS(=O)(=O)C2)cc1	-0.44
COc1ccc(N(CC(=O)O)S(=O)(=O)c2ccc(OC)c(OC)c2)cc1	-0.019
O=c1[nH]cnc2ccccc12	0.81
CCOC(=O)C1CCN(CC(=O)Nc2c(C(=O)OC)[nH]c3ccccc23)CC1	2.3
Oc1csc(Cc2nc(-c3ccc4ccccc4c3)cs2)n1	0.019
CC(C)(C)NC(=O)c1cc(F)c(F)cc1Cl	0.41
Cc1c(NC(=O)CSc2cccc3cccnc23)c(=O)n(-c2ccccc2)n1C	-0.31
CN1CCCCC1CCN1c2ccccc2Sc2ccc(S(C)=O)cc21 (stereo unspecified)	1.1
CCOC(=O)c1c(NC(=O)Cn2nc(C(F)F)cc2C(F)F)sc(C)c1C	-2.2
Cc1c(C(=O)NCCSCc2c(Cl)cccc2Cl)cccc1[N+](=O)[O-]	0.15
COc1ccc(N2C(=O)C3C(C2=O)C2C=CC3C23CC3)c(OC)c1 (stereo unspecified)	0.1
Cc1ccc(-n2c(C)nc3c(cnn3-c3ccc(F)cc3)c2=O)cc1C	1.6
CCOC(=O)C(C)Oc1cccc2c(=O)n(CC(=O)NCc3ccco3)ccc12 (stereo unspecified)	0.48
O=S(=O)(N1CCCCC1)N1CCN(c2ccccc2F)CC1	-0.82
COc1ccc(OC)c(C2=NOC(C(=O)N3CCCc4ccccc43)C2)c1 (stereo unspecified)	-0.7
COc1cccc(NC(=O)CCc2nc(-c3ccccc3F)no2)c1	-0.22
Cc1cc2nn(-c3cccc4ccccc34)nc2cc1NC(=O)c1cccs1	-4.3*
O=C(NCCCN1CCOCC1)c1csc2c1CCCC2	-0.012
Cc1ccccc1OCC(=O)Nc1ccc(N2CCN(S(C)(=O)=O)CC2)cc1	-0.7
CCC(C)NCCOCCOc1ccc(C)cc1Br (stereo unspecified)	0.73
Cc1n[nH]c(=O)nc1NCCN(C)C	-0.017
SMILES	Cav3 T inh
CCCCC(=O)NNC(=S)NC(=O)c1cccc([N+](=O)[O-])c1	-3.4
CC(C)(C)c1cn(-c2ccc(Cl)cc2)c(=S)[nH]1	-0.38
CN(C)CCNC(=S)Nc1ccc(Cl)cc1	1.4
CCN(CC)CCn1c2ccccc2c2cnc(N=CN(C)C)c(C#N)c21	0.79
CCCc1nc2ccccc2c(=O)n1N	0.041
Cc1ccc(C(=O)Nc2ccc3c(c2)OCO3)o1	0.47
COc1ccc(C2=Nn3c(nnc3-c3ccco3)SC2)cc1	0.75
CCc1ccc(/C=C2\CN(CC)Cc3c2nc2ccccc2c3C(=O)O)cc1	0.14
Cc1ccc(N(CC(=O)Nc2cc(C)cc(C)c2)S(=O)(=O)c2cccc3nonc23)cc1	-2
COc1ccc(-c2nc(CSCC(=O)NCc3ccc4c(c3)OCO4)c(C)o2)cc1	1.3
FC(F)(F)c1cccc(NC(=S)N2CCN(c3cccc(C(F)(F)F)c3)CC2)c1	0.88
Cc1ccc(C(C(=O)NC2CCCCC2)N(Cc2ccco2)C(=O)Cc2c[nH]c3ccccc23)o1 (stereo unspecified)	-10*
CC(=O)CSc1nc(N)c(C#N)c(-c2cccs2)c1C#N	1.1
COc1ccc(CNC(=O)CN(Cc2ccc(Cl)cc2)S(=O)(=O)c2ccccc2)cc1	-0.94
S=c1nc(-c2ccccc2)n(CCCN2CCOCC2)c2c1CCCC2	1.1
CCCNc1nc(C)cc(-c2cc(-c3ccccc3)on2)n1	-0.017
COc1ccccc1OCC(=O)N/N=C1\CCc2ccccc21	-0.17
O=C1NC(O)(c2ccccc2)Oc2ccccc21 (stereo unspecified)	0.86
CSCC[C@@H](C(=O)NCc1cccs1)N1Cc2ccccc2C1=O	1.4
C#CC(=O)N(c1cccc(OC)c1)C(C(=O)NC1CCCC1)c1cccs1 (stereo unspecified)	0.74
CC1OC(Oc2ccc3ccc(=O)oc3c2-c2c(O)ccc3cc(Oc4ccc5ccc(=O)oc5c4)c(=O)oc23)C(O)C(O)C1O (stereo unspecified)	0.22
COc1cccc(C(=O)NC(=S)Nc2ccc(N3CCCC3)cc2)c1	-0.034
Cc1ccc(NC(=O)CCn2cccc2)cc1F	0.0059
CCS(=O)(=O)N1CCN(C(=O)COc2ccc(-c3ccccc3)cc2)CC1	-0.55
Cc1ccc(-c2noc(CSc3nnc(-c4ccncc4)n3-c3ccc(F)cc3)n2)cc1	-2
SMILES	Cav3 T inh
O=C(Cn1cc2c(n1)CCCC2)NCCc1ccccc1	0.61
CC1(C)OC(=O)C(C(c2ccccc2)C(C#N)C(N)=O)=C(O)O1 (stereo unspecified)	1.3
CCOC(=O)N1CCN(C2=Nc3cccc4cccc2c34)CC1	-0.024
CC(CCc1ccccc1)NC(=O)C1CCN(C(=O)c2sccc2-n2cccc2)CC1 (stereo unspecified)	-0.029
COC(=O)c1nc2n(n1)C(c1ccc(OC)c(OC)c1OC)C1=C(CCCC1=O)N2 (stereo unspecified)	0.64
O=C(O)c1c[nH]c2ccc(S(=O)(=O)N3CCOCC3)cc12	-1.3
O=C(NCc1ccco1)C(=O)NCC1OCCN1S(=O)(=O)c1ccc(Cl)cc1 (stereo unspecified)	0.73
CC(=O)Nc1c(-c2ccccc2)nc2ncccn12	-0.73
N#CCCN(Cc1cccnc1)C(=O)Nc1ccc(Cl)c(Cl)c1	0.89
CCOC(=O)c1c(NC(=O)c2ccco2)n(C2CCCCC2)c2nc3ccccc3nc12	-2.8
CCOC(=O)C(CC)(CC)C(=O)/C=C/c1ccc(Br)cc1	0.76
CCn1c(NC(=O)C2CCCCC2)nc2ccccc21	0.8
C=CCN(CC=C)S(=O)(=O)c1ccc(F)cc1	-0.09
CCCCNC(=O)c1onc(CSc2cc(C)cc(C)c2)c1C(=O)NCCCC	-1.6
O=C1NCCN1C(=O)c1ccco1	0.42
CCn1c(COc2cccc(C)c2C)nnc1SCC(=O)N1CCN(c2ccc(OC)cc2)CC1	0.11
Cc1cc(C)n2c(SCC(=O)N(C)C3CCS(=O)(=O)C3)nnc2n1 (stereo unspecified)	-0.55
O=S(=O)(Nc1ccc2c(c1)OCCO2)c1ccc(Br)s1	-4.5
CC(Oc1ccc(Cl)cc1Cl)C(=O)Nc1ccc(S(=O)(=O)Nc2cnc3ccccc3n2)cc1 (stereo unspecified)	-2.3
CCOC(=O)C1=NNC2(c3ccc(Cl)cc3)C(=O)N(c3cc(C)cc(C)c3)C(=O)C12 (stereo unspecified)	-2.3
COc1cc(NC(=O)c2ccc(S(=O)(=O)N(C)C)cc2)cc(OC)c1OC	0.18
CC(=O)Nc1ccc2[nH]c3ccccc3c2c1	0.13
CC(C)OCCCNC(=O)CCSc1ccc(Cl)cc1	-0.036
CC1(C)Cc2c(sc3c2C2=NCCN2C=N3)CO1	0.48
Cc1ccccc1Nc1nc(N)nc(CSCc2c(C)noc2C)n1	0.31

Given in CSV form: 2 of the compounds above
molecule,Cav3 T inh
CCOC(=O)C1CCN(CC(=O)Nc2c(C(=O)OC)[nH]c3ccccc23)CC1,2.3
Oc1csc(Cc2nc(-c3ccc4ccccc4c3)cs2)n1,0.019

Remaining list, next part
SMILES	Cav3 T inh
COc1ccc(S(=O)(=O)N(C)CC(=O)Nc2ccccc2C(F)(F)F)cc1OC	-0.022
Cc1cc(C(=O)OCC(=O)Nc2ccc(S(=O)(=O)N3CCOCC3)cc2)c(C)o1	-1.1
COc1ccc2cc(C3(C)NC(=O)NC3=O)ccc2c1 (stereo unspecified)	-0.41
N#C/C(=C\c1cc(Cl)ccc1O)C(=O)NC1CCCCC1	-0.34
CC(C)N1CC(C(=O)Nc2ccccc2)CC1=O (stereo unspecified)	1.7
O=C(Nc1ccccc1)N1CCN(c2nc3ccccc3s2)CC1	-3
Cc1c(C(=O)NCc2cccnc2)oc2c1C(=O)CC(C)(C)C2	0.92
CCC(=O)N1CCc2cc(S(=O)(=O)CCC(=O)NCc3ccc4c(c3)OCO4)ccc21	0.11
Cc1ccc(C2=N/C(=C\c3cccs3)C(=O)N2Nc2ccccc2)cc1	-0.72
CCCCn1c(SCc2nc(N)nc(Nc3ccccc3C)n2)nc2ccccc2c1=O	-1.9
CC(C)NC(=O)CCCOc1ccc(Cl)cc1Cl	-0.45
c1ccc(C2(c3ccccc3)OCC(Cn3cncn3)O2)cc1 (stereo unspecified)	-0.1
O=C(c1ccccc1)c1cnc(Nc2ccc(Cl)c(Cl)c2)s1	0.8
O=C(c1cnn2c(C(F)F)cc(C3CC3)nc12)N1CCc2ccccc2C1	-1.5
O=C(COc1ccc(Cl)cc1Cl)NCc1ccco1	-0.55
Cc1cc(OCC(=O)NCCCN(C)C)cc(C)c1Br	0.024
Cc1ccc(OCC(=O)Nc2cccc(C)n2)c(C)c1	-0.24
C=CCn1c(N)c(-c2nc3ccccc3n2C)sc1=S	-0.28
CCC1CCc2c(sc(NC(=O)c3ccoc3C)c2C(N)=O)C1 (stereo unspecified)	0.8
COc1ccc(NC(=O)CSc2nc(NS(=O)(=O)c3ccccc3)cc(=O)[nH]2)cc1	-0.83
Cc1cc(C)n(-c2nc(NCc3cccnc3)c3c4c(sc3n2)COC(C)(C)C4)n1	0.02
Nc1c(N2CCN(c3ccccc3)CC2)c2ccccc2oc1=O	-0.95
Cc1ccc(S(=O)(=O)/N=C/c2ccco2)cc1	0.7
COc1ccccc1-n1c2c(cc(C(=O)N3CCC(C)CC3)c1=O)C(=O)CC(C)(C)C2	0.91
CCC(C)(C)NC(=O)C(c1ccccc1F)N(Cc1ccco1)C(=O)Cn1nnc2ccccc21 (stereo unspecified)	-3.9

6 neighbouring compounds out of the list so far, for reference:
SMILES	Cav3 T inh
COc1ccc(S(=O)(=O)N(C)CC(=O)Nc2ccccc2C(F)(F)F)cc1OC	-0.022
Cc1cc(C(=O)OCC(=O)Nc2ccc(S(=O)(=O)N3CCOCC3)cc2)c(C)o1	-1.1
COc1ccc2cc(C3(C)NC(=O)NC3=O)ccc2c1 (stereo unspecified)	-0.41
N#C/C(=C\c1cc(Cl)ccc1O)C(=O)NC1CCCCC1	-0.34
CC(C)N1CC(C(=O)Nc2ccccc2)CC1=O (stereo unspecified)	1.7
O=C(Nc1ccccc1)N1CCN(c2nc3ccccc3s2)CC1	-3

Structural class, the entries above with bromine.
SMILES	Cav3 T inh
CCC(C)NCCOCCOc1ccc(C)cc1Br (stereo unspecified)	0.73
CCOC(=O)C(CC)(CC)C(=O)/C=C/c1ccc(Br)cc1	0.76
O=S(=O)(Nc1ccc2c(c1)OCCO2)c1ccc(Br)s1	-4.5
Cc1cc(OCC(=O)NCCCN(C)C)cc(C)c1Br	0.024

(listing goes on)
SMILES	Cav3 T inh
CN(C)CCN(Cc1cccs1)c1ccccn1	0.84
C=CCSc1nc(N)c(C(=O)Nc2ccccc2OC)cc1C(=O)Nc1ccccc1	-4.1
COC(=O)c1cc(Br)c(=O)n(Cc2ccco2)c1	1.1
O=c1n(Cc2ccccc2)c2cc(Cl)cnc2n1Cc1ccccc1	-3.1
CCOc1cc(C(=O)Nc2cc(C)ccn2)cc(OCC)c1OCC	-0.95
C/C(CC1(O)C(=O)N(Cc2ccccc2)c2ccccc21)=N\O (stereo unspecified)	0.79
O=C(CN1CCN(c2ncccn2)CC1)Nc1ccccc1-n1cccc1	-0.33
COc1cc(C(=O)OCC(=O)Nc2cc(C)on2)cc(OC)c1OC	0.49
CCN1C(=O)C2C(c3ccc(O)c(OC)c3)NC(C)(C(=O)OC)C2C1=O (stereo unspecified)	1.2
Cc1ccc(S(=O)(=O)NCc2ccc3[nH]c(C)cc3c2)cc1	-1.8
CCOc1ccc(-c2nnc(-c3ccco3)o2)cc1OCC	0.0019
CC(C)N(CCNC(=O)c1cn(C)c2ccc(S(=O)(=O)N(C)C)cc2c1=O)Cc1ccccc1	1.2
Cc1c(N2C(=O)c3ccccc3C2=O)c(=O)n(-c2ccccc2)n1C	-0.57
COc1cc(O)c(C(CC(=O)N2CCN(c3ccccc3)CC2)c2ccc3c(c2)OCO3)c(OC)c1 (stereo unspecified)	-1.1
COc1ccc(-c2nc3ccccn3c2NCc2ccc3c(c2)OCO3)cc1	-4*
N#CCCN1CCN(S(=O)(=O)c2ccc(S(=O)(=O)NC3CCCC3)cc2)CC1	0.5
CN(C)C(=O)c1ccc(NC(=O)c2cccnc2)cc1	-0.0098
CCOC(=O)N1CCN(c2c(NCCCN3CCCCCC3)c(=O)c2=O)CC1	-0.04
C#CCSc1nnc(-c2c[nH]c3ccccc23)n1C	0.91
O=C(NCC1CCCC(CNC(=O)N2CCc3ccccc32)C1)N1CCc2ccccc21 (stereo unspecified)	-5*
Cc1ccc(C(=O)CSc2cc(C)nc(SCC(=O)c3ccccc3)n2)cc1	-1.5
O=C(CCc1ccccc1)Nc1ccc(N2CCOCC2)c(Cl)c1	-0.65
Cc1onc(COc2ccccc2O)c1Br	-0.0064
Cc1cc2oc(=O)cc(CSc3nc(N)cc(N)n3)c2cc1C	-0.015
COc1ccc(-c2ccc(OC)c([C@H]3[C@@H]4C=CCC[C@@]4(C)C(=O)N3Cc3ccccc3)c2)cc1OC	-0.96
SMILES	Cav3 T inh
COc1ccc2c(c1)SC1=NCCS(=O)(=O)N12	0.68
Cc1c(C(=O)NC(=S)Nc2ccc(NC(=O)c3cccs3)cc2)cccc1[N+](=O)[O-]	-0.22
O=c1cc[nH]c2ccc(Cl)cc12	0.85
CCOc1ccc(C(=O)Nc2cc(C)on2)cc1	-0.061
O=C(Nc1nc(-c2ccncc2)cs1)c1ccco1	1.3
O=C(Oc1ccc2ccccc2c1)c1ccco1	0.56
Nc1nonc1C(=O)NCCNCc1c(OCc2ccccc2F)ccc2ccccc12	-3.6
CCS(=O)(=O)CCSc1nc2ccccc2o1	0.087
O=C1NC2(CCCCCC2)N=C1c1ccc(F)cc1	-0.021

Compound activity from PubChem.
